Screens: PubChem, National Center for Advancing Translational Sciences (NCATS)
FLuc inh = Photinus pyralis luciferase inhibition | P08659 | purified P. pyralis luciferase, luminescence, biochemical | Potency, µM (titrated, usually from 115 µM), for the others: at the highest dose activity change, negative = inhibition, usual class: inhibitors | 76,000 compounds, 2.5% hits; also: potency is read from the fitted curve at half-maximal effect; nearly all actives have a fitted effect of over 65% in size
Target sequence (P08659 whole entry, looked up): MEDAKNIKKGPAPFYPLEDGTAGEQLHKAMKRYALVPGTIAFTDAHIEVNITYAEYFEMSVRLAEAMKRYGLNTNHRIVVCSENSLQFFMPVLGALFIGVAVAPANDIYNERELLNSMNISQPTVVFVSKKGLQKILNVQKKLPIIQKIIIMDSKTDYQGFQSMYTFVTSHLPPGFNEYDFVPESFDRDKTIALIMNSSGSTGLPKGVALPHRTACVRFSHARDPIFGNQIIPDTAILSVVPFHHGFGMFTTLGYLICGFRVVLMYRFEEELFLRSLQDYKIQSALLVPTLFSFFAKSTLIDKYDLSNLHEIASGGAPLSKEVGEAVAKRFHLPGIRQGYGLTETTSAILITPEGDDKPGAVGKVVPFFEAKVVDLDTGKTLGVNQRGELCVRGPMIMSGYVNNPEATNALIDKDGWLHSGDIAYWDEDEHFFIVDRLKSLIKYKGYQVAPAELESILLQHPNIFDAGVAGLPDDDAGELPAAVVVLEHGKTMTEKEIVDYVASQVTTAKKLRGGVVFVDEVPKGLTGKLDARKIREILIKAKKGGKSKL
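Purified P. pyralis luciferase (10nM final) in 50mM Tris acetate pH 7.5, 10mM Mg acetate, 0.01% Tween-20, 0.05% BSA with 10uM D-luciferin and 10uM ATP. Compounds titrated qHTS. Luminescence imaged on CCD.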
IP6K1 inh = inhibitors of human IP6K1; AID 1645851; 140,000 compounds, 0.81% hits; IP6K1 kinase, ADP-Glo luminescence, 2 h; stronger effect = lower value; activity change, % (series mostly up to about 58 µM); in the data active = activity change below about -25%
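ADP-Glo luminescence measures ADP made by human IP6K1 during a 2 h RT reaction with ATP/IP6 (mix at 1.3 mM/130 uM); top library doses 57.5 and 19.1 uM final.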
3T3 cytotox = kills NIH 3T3 cells | NIH 3T3 viability, CellTiter-Glo ATP luminescence, 48-72 h | Potency, µM (highest dose often 96.7 µM), without a hit: top-dose activity change, negative = cytotoxicity, hits mostly inhibitors | 94,000 compounds, 4.3% hits; also: potency is read from the fitted curve at half-maximal effect; nearly all actives have a fitted effect of over 55% in size
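Viability of NIH 3T3 cells after 48 or 72 hr compound treatment at 37 °C was assessed by CellTiter-Glo, with luminescence imaged following a 10 min room-temperature step.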
GPT2 inh = blocks human glutamate pyruvate transaminase 2; Recombinant GPT2, coupled pyruvate oxidase/HRP Amplex Red fluorescence; Q8TD30; AID 1671188; Potency, µM (doses to about 57.7 µM), inactives show top-dose activity change, negative = inhibition, actives largely listed as inhibitors; 100,000 compounds, 0.25% hits; also: potency is read from the fitted curve at half-maximal effect; nearly all actives have a fitted effect of over 60% in size; many of its hits are not listed in these tables
Target sequence (Q8TD30 whole entry, looked up): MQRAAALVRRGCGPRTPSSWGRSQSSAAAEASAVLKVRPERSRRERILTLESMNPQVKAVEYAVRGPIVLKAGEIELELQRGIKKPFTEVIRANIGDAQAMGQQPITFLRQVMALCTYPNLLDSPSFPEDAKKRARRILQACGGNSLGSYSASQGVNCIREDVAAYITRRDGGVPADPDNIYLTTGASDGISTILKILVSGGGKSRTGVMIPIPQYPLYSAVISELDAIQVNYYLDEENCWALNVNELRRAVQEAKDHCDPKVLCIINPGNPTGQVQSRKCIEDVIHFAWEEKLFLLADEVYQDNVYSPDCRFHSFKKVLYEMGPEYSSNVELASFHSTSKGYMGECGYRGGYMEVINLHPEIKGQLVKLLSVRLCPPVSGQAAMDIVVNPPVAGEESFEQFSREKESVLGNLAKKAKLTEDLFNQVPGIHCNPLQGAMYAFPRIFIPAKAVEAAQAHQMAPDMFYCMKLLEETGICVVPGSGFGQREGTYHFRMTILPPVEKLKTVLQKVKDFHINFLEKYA
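Fluorescence of coupled pyruvate oxidase/HRP/Amplex Red system (50uM Amplex, 30 min, dark) reports pyruvate formed by GPT2. Enzyme reaction: 10ng/uL GPT2, 2mM L-alanine, 250uM a-KG, 30 min room temperature, pH 7.5; 50uM AOA control.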
HEK293 viab = reduces viability of HEK-293 SNCA reporter cells; HEK-293-SNCA-luc viability, GF-AFC fluorescence, 24 h; Potency, µM (doses to about 57.1 µM), without a hit: at the highest dose activity change, negative = cytotoxicity, actives largely listed as cytotoxic; 150,000 compounds, 0.12% hits; AID 1671193;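 also: potency is read from the fitted curve at half-maximal effect; 0% = DMSO-treated cells and -100% = medium-only wells without cells; nearly all actives have a fitted effect of over 30% in size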
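HEK-293-SNCA-luc cells (1500/well) plated 24 h, then exposed 24 h to a dilution series; GF-AFC added 30 min at 37C, fluorescence 405/540 nm; normalised to medium-only and DMSO wells, Hill fit.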
HEK293 tox = kills HEK 293 cells. HEK 293 viability, ATP luminescence (CellTiter-Glo), 48-72 h. Potency, µM (series often up to 115 µM), for the others: at the highest dose activity change, negative = cytotoxicity, most hits filed as inhibitors. 94,000 compounds, 6.6% hits. AID 1345083; also: potency is read from the fitted curve at half-maximal effect; nearly all actives have a fitted effect of over 60% in size
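Viability of HEK 293 cells, plated at 250 cells/well, was judged by cellular ATP after compound treatment for 48 or 72 hr. Luminescence was imaged 10 min after CellTiter-Glo addition at room temperature.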
SNCA expr inhib = inhibitors of alpha-synuclein (SNCA) gene expression. HEK-293 SNCA-luciferase knock-in, luminescence, 24 h. Potency, µM (highest dose often 57.2 µM), for the others: at the top dose activity change, negative = inhibition, most hits filed as inhibitors. 140,000 compounds, 0.17% hits;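 also: potency is read from the fitted curve at half-maximal effect; plate controls were DMSO cells for no effect and cell-free wells for full effect; nearly all actives have a fitted effect of over 45% in size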
* marks the source's active call; other numbers are inactive results; i = inactive; ? = inconclusive; · = no result given; & = joins results of further samples; [ ] = remark or other dose. Unless noted, calls follow the shape of the dose curve; as a rule, active = well fitted curve in the direction sought with a large enough effect; inconclusive = small, poorly fitted or top-dose-only effect, or another doubt; inactive = no such curve, though single readings can be large; an effect the other way counts as inactive or inconclusive. Unless noted, % is scaled to controls: 0 for no effect and ±100 for the full control effect.

Screens in order – FLuc inh | IP6K1 inh | 3T3 cytotox | GPT2 inh | HEK293 viab | HEK293 tox | SNCA expr inhib
1: CCNC(=O)N[C@H]1[C@H](O)[C@H](O)C[C@@H]1c1ccc(C)cc1
→ 4.1%[230 µM] | 7.9 | -16.9%[230 µM] | -1.9%[88.5 µM] | -0.2%[87.6 µM] | -2.2%[230 µM] | 5.6%[87.6 µM]
2: Cc1ccc2nc(-c3cc(NC(=O)c4ccc5c(c4)OCCO5)ccc3Cl)oc2c1
→ · | -23.2 | · | · | 0.8% | · | 70.4%[activator]
3: Cc1ccc(NC(=O)C2CCN(c3nn4c(=O)cc(C)nc4s3)CC2)cc1
→ · | -10.5 | · | · | 13.2% | · | -11.3%
4: COc1ccccc1OCCNC(=O)C1CCN(c2cc(C(F)(F)F)ncn2)CC1
→ 0.6% | -6.5 | ? | i | 3.7% | -25.1% | -24.0%
5: CCN(CC)Cc1nc(C2(O)CCN(C)CC2)cs1
→ 13.9%[230 µM] | 20.4 | -27.0%[230 µM] | 1.8%[88.5 µM] | -12.9%[87.6 µM] | -22.5%[230 µM] | -0.9%[87.6 µM]
6: COCCNC(=O)c1ccc2nc(-c3cccc(C)n3)oc2c1
→ · | -9.5 | ? | -6.6%[88.5 µM] | 4.6%[87.6 µM] | ? | -8.5%[87.6 µM]
7: COc1ccc(-c2nc(CCNC(=O)c3cccs3)cs2)cc1OC
→ · | -3.8 | · | · | ? | · | ?
8: O=C(c1cc(-c2ccc(Cl)cc2Cl)c2nncn2n1)N1CCOCC1
→ · | 5.2&8.2 | -14.8%&-10.3% | 1.9%&-15.9% | -9.3%[12.5 µM] | -2.9% | -20.5%&-25.7%
9: CSc1ccc(-c2cccc(C(=O)NCCNC(=O)NC(C)C)c2)cc1
→ · | 16.5 | ? | 5.0% | -8.2%[12.5 µM] | ? | -2.5%
10: CCCN1C(C(=O)c2ccccc2)=C(OC(=O)COc2ccccc2)c2ccccc2S1(=O)=O
→ · | -27.7* | · | · | ? | · | ?
11: Cc1ccc(NC(=O)C(=O)NCC(c2ccc3c(c2)OCO3)N2CCOCC2)c(C)c1 (centres undefined)
→ · | -4.0 | · | · | 9.3% | · | 25.7%
12: CNCCN1C(=O)CC[C@H]2CN(C(=O)Cc3c(C)noc3C)CC[C@H]21
→ 2.6% | 2.4 | i | i | -6.9% | -3.4% | -25.7%
13: CC(C)[C@@H](C(N)=O)N1CC[C@H]2CN(C(=O)Nc3ccccc3)CC[C@H]2CC1=O
→ -5.9%[172 µM] | -3.2 | -6.1%[174 µM] | 1.5%[88.5 µM] | 7.2%[87.6 µM] | -18.6%[172 µM] | 3.4%[87.6 µM]
14: CC1(C)[C@H](Cc2cc(CN3CCOCC3)on2)C[C@@H]1NS(C)(=O)=O
→ -7.6%[172 µM] | 2.5 | -3.1%[174 µM] | 1.8%[88.5 µM] | 3.6%[87.6 µM] | -0.7%[172 µM] | -0.6%[87.6 µM]
15: CN1CCCN(C(=O)c2nc3sccn3c2CN2C[C@]3(C)C[C@H]2CC(C)(C)C3)CC1
→ -9.3% | -0.3 | -9.2% | ? | -7.3% | -17.1% | 26.0%
16: COc1ccc(-c2cc(C(F)(F)F)nc(SCCC(=O)Nc3ccc(O)cc3)n2)cc1
→ · | 18.5 | · | · | -10.6% | · | -16.1%
17: CCOc1ccc(-c2nnc(SCC(=O)Nc3cc(C)ccc3OC)o2)cc1
→ · | -11.3 | · | · | 15.2% | · | 17.2%
18: CC(C)(C)C1CCC2(CC1)NC(=O)N(CC(=O)Nc1ccc3c(c1)OCCO3)C2=O (centres undefined)
→ ? | -9.5 | 28.2µM* | -2.8% | 3.1% | ? | 5.4%
19: CCOc1c(OC)cccc1-c1nc2ccc(-c3ccc(OC)c(OC)c3OC)cc2o1
→ ? | -11.3 | ? | -7.9% | 2.1% | ? | -16.5%
20: Cc1ccc2c(c1)N1C(=O)OC[C@@H]1CCN(C(C)C)C2
→ -14.2%[230 µM] | -5.2 | -0.7%[174 µM] | 3.0%[88.5 µM] | -2.9%[87.6 µM] | 1.7%[230 µM] | 7.8%[87.6 µM]
21: O=C(CCc1cc(Cl)no1)N1CCCC(Cc2nncn2Cc2ccccc2)C1 (centres undefined)
→ -14.6% | 0.3 | -15.9% | 1.8% | -0.7% | -18.4% | 61.9%[activator]
22: CCOC(=O)[C@@H]1[C@@H](O)C(=O)NC12CCN(C(=O)c1ccc(Cl)cc1)CC2
→ · | 5.3 | ? | · | · | -18.6% | ·
23: Cc1ccc(-c2nnc(Nc3ccc(O)cc3)c3ccccc23)cc1S(=O)(=O)N1CCCCC1
→ · | -11.0 | · | · | -3.3% | · | ?
24: Cc1ccsc1CN1CCCN(S(C)(=O)=O)C(c2ccccc2)CC(=O)NCC1 (centres undefined)
→ 3.9% | 5.7 | -9.5% | i | 4.2% | -3.8% | -7.2%
25: O=C1Nc2ccc(-c3cccc(C(F)(F)F)c3)cc2C(=O)N2CCN(C(=O)c3ccccc3)C[C@H]12
→ ? | 10.1 | ? | -1.0% | ? | 20µM* | ?
26: COc1ccc(C(=O)Nc2ccc3c(c2)CN(Cc2cccc(OC)c2OC)C(=O)CO3)cc1OC
→ -2.8% | 0.5 | -24.5% | -0.6% | -13.2% | ? | -12.4%
27: COc1cc(F)ccc1-c1nc(N2CCOCC2)cc2c1CN(CC1CC1)C2=O
→ -0.6%[172 µM] | 12.7 | -37.5%[138 µM] | i | 1.6%[87.6 µM] | ? | -3.8%[87.6 µM]
28: C[C@@H]1C[C@@H]2O[C@H]2/C=C\C=C\C(=O)Cc2c(Cl)c(O)cc(O)c2C(=O)O1
→ · | 3.6 | · | -28.5%[27.3 µM] | ? | · | ·
29: Clc1ccc(C2Cn3nnc(-c4nc(-c5ccccn5)no4)c3CO2)cc1 (centres undefined)
→ ? | 0.0 | -30.3% | -11.7% | 0.1% | -25.0% | 76.6%[activator]
30: COc1cncc([C@@H](NC2CSCCSC2)C2CC(O)C2)c1 (some centres undefined)
→ -11.0% | 0.6 | 2.8% | -13.9% | -9.0% | i | -16.1%
31: O=C(NCCc1ccccc1)C1CN(S(=O)(=O)c2cccnc2)CC12CCCCC2 (centres undefined)
→ -16.6% | 23.4 | -22.6% | 4.1% | -1.4% | -17.4% | 5.9%
32: O=C(NCCn1cc(SCc2ccc(F)cc2)c2ccccc21)c1c(F)cccc1F
→ · | 1.9 | · | · | 2.2% | · | ?
33: O=C(c1ccc(=O)[nH]c1)N(CC1CCN(Cc2ccccc2F)CC1)CC1CCCO1 (centres undefined)
→ -0.2% | -4.6 | -13.9% | 1.7% | 0.0% | -7.3% | 5.5%
34: COc1ccc(-c2ccc3c(n2)CN(Cc2ccccc2F)C(=O)CO3)cc1OC
→ -24.1%[172 µM] | -8.2 | 25.1µM* | 2.3%[88.5 µM] | ? | 50.1µM* | ?
35: COc1ccc(-c2cc(C(F)(F)F)n3nc(C(=O)Nc4cc(Cl)cc(Cl)c4)cc3n2)cc1
→ · | -7.2 | · | · | 2.2% | · | 25.7%
36: Cc1ccc(-n2nnnc2CNC(=O)c2cc(C(F)(F)F)cc(C(F)(F)F)c2)cc1C
→ · | -15.2 | · | · | 3.1% | · | 19.2%
37: CCOc1ccccc1NC(=O)c1c(C)cc(C)nc1SCC(=O)c1cccc(OC)c1
→ · | -8.5 | · | · | -5.5% | · | 37.0%[activator]
38: COC(=O)c1c(-c2cccs2)csc1NC(=O)c1ccc(C(C)(C)C)cc1
→ · | 16.3 | · | · | 2.0% | · | -2.0%
39: CN1CCOc2c(C(=O)NCCc3cnc[nH]3)cc(-c3cccnc3)cc21
→ 2.9%[172 µM] | -13.1 | ? | i | 2.3%[87.6 µM] | ? | -8.2%[87.6 µM]
40: Cc1cc(C)c2c(=O)c3c(oc2c1)C(=O)N(Cc1ccc(F)cc1)C3c1cccc(O)c1 (centres undefined)
→ · | -3.2 | · | · | ? | · | ?
41: O=C(Nc1ccc([C@@H](O)[C@H]2COCC(=O)N2CC2CCCCC2)cc1)C1CC1
→ 10.8%[172 µM] | 2.3 | -23.1%[138 µM] | i | -5.2%[87.6 µM] | -22.2%[172 µM] | -0.3%[87.6 µM]
42: CNC(=O)N1CCC(C2CCN(C(=O)Cc3ccsc3)C2)CC1 (centres undefined)
→ 2.8% | -8.0 | -7.5% | i | 2.0%[12.5 µM] | 4.8% | 16.5%
43: O=C(c1ccccn1)N1CCC(N2CCCC2=O)CC1
→ 1.9%[172 µM] | 0.0 | -0.6%[138 µM] | i | -5.0%[87.6 µM] | ? | 16.8%[87.6 µM]
44: Cc1ccc(CCNC(=O)c2c(C)oc3ncn(CC(C)C)c(=O)c23)cc1
→ · | -18.8 | · | · | 19.5% | · | -12.3%
45: Cc1ccc(OCC(=O)N2CCC[C@H]2c2nc(-c3ccc(C)cc3)no2)cc1
→ -8.4% | -4.6 | ? | -9.9% | 0.9% | ? | -5.3%
46: CN(C)CCNC(=O)C1(C)CN(Cc2ccccc2)Cc2ccc(N3CCOCC3)nc21 (centres undefined)
→ -6.8%[172 µM] | -1.5 | ? | 4.2%[88.5 µM] | -5.2%[87.6 µM] | ? | -15.6%[87.6 µM]
47: Cc1ccc(S(=O)(=O)c2[nH]c(-c3ccccc3)nc2SCCC(=O)O)cc1
→ · | -2.8 | · | · | -11.8% | · | -24.6%
48: CC(C)CCN1CCC(O)(c2csc(CN3CC[C@@H](O)C3)n2)CC1
→ -2.3%[172 µM] | 19.5 | -4.1%[174 µM] | -10.8%[88.5 µM] | -12.8%[87.6 µM] | -15.6%[172 µM] | -5.9%[87.6 µM]

Record cards, from the list above. Values in the order: FLuc inh | IP6K1 inh | 3T3 cytotox | GPT2 inh | HEK293 viab | HEK293 tox | SNCA expr inhib
Listed for CCOC(=O)[C@@H]1[C@@H](O)C(=O)NC12CCN(C(=O)c1ccc(Cl)cc1)CC2 = · | 5.3 | ? | · | · | -18.6% | ·
Listed for COc1cc(F)ccc1-c1nc(N2CCOCC2)cc2c1CN(CC1CC1)C2=O = -0.6%[172 µM] | 12.7 | -37.5%[138 µM] | i | 1.6%[87.6 µM] | ? | -3.8%[87.6 µM]
Listed for O=C(NCCc1ccccc1)C1CN(S(=O)(=O)c2cccnc2)CC12CCCCC2 (centres undefined) = -16.6% | 23.4 | -22.6% | 4.1% | -1.4% | -17.4% | 5.9%
Listed for CCOc1ccccc1NC(=O)c1c(C)cc(C)nc1SCC(=O)c1cccc(OC)c1 = · | -8.5 | · | · | -5.5% | · | 37.0%[activator]
Listed for Cc1ccsc1CN1CCCN(S(C)(=O)=O)C(c2ccccc2)CC(=O)NCC1 (centres undefined) = 3.9% | 5.7 | -9.5% | i | 4.2% | -3.8% | -7.2%
